Screens deposited in PubChem BioAssay by several laboratories.
TCR CD3 inh: inhibitors of human TCR-CD3 interaction. TAMRA-labeled TCR probe fluorescence, biochemical. inhibition, % at 9.4 µM. actives 0.37% (n = 360,000). AID 651800; in the data active means inhibition above about 19%;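 further: recombinant mutant TCR 2C K166C tagged with TAMRA read by polarization; 0% = receptor in buffer alone and 100% = receptor with positive control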
SIAE inh: inhibitors of human sialic acid acetylesterase SIAE. Q9HAT2. SIAE FP-Rh probe binding, fluorescence polarization. inhibition, % at 9.66 µM. actives 0.69% (n = 370,000);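 active means inhibition above a cutoff: mean of compounds within the control limits plus 3 SD of those, cut at about 17% in these data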;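 further: 0% = plate median of compound wells and 100% = probe without SIAE protein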
NR1D1 modulator: modulates human Rev-erb alpha binding to DNA | P20393 | Rev-erbα–FITC-DNA binding, fluorescence polarization, 90 min | activity, % at 10 µM | actives 0.79% (n = 370,000);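 active means activity above about 14%, limit read from the data; passing the limit was not always enough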;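 further: 0% = DMSO wells with 35 nM protein and 100% = DMSO wells with 750 nM protein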
Target sequence (P20393 whole entry, looked up): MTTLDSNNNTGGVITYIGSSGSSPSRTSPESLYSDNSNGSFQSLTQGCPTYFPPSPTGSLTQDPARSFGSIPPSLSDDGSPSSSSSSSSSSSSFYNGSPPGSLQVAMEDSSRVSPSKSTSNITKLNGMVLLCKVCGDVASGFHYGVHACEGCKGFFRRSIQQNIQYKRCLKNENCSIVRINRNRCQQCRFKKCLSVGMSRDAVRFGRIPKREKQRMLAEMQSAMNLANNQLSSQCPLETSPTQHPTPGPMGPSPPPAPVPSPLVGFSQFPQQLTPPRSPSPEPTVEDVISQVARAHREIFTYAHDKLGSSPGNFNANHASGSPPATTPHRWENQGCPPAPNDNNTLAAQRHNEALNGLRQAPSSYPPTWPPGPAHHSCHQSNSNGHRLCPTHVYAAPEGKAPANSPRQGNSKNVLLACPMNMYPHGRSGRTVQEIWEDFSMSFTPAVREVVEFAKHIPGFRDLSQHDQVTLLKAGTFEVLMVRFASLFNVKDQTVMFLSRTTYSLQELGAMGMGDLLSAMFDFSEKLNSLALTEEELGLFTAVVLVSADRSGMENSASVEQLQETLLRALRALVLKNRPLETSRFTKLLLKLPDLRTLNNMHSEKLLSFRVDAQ
PG9 binder: PG9 antibody binding by small molecule | TR-FRET gp120-PG9 antibody binding | inhibition, % at 6.7 µM | actives 0.43% (n = 360,000); in the data active means inhibition above about 8.5%
TDP2 absorb: blocks human TDP2 phosphodiesterase activity. actives 0.34% (n = 370,000). inhibition, % at 12.8 µM. recombinant TDP2, T5PNP hydrolysis, p-nitrophenol absorbance 415 nm. AID 720702. O95551;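 active means inhibition above the mean of all tested compounds plus 3 SD, set per campaign, cut at about 25% in these data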;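 further: 0% = DMSO with enzyme and 100% = buffer with substrate but no TDP2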
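System – recombinant human TDP2 · Quantity – TDP2 enzyme at 120 nM final · Doses – single concentration, 12.8 µM nominal, with 1% DMSO · Incubation – 2 h at 37 °C · Measured by – epi absorbance of p-nitrophenol freed from T5PNP by hydrolysis · Read-out – % inhibition relative to enzyme-containing and enzyme-free wells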
mABHD4 FP: ABHD4 (mouse) inhibition, primary FP screen | Q8VD66 | purified mABHD4, FP-Rh probe fluorescence polarization | inhibition, % at 8.92 µM | actives 0.54% (n = 370,000);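 active means inhibition exceeding the mean over every tested compound plus 3 SD, cut at about 30% in these data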;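 further: 0% = plate median of compound wells and 100% = S159A mutant with DMSO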
Target sequence (Q8VD66 whole entry, looked up): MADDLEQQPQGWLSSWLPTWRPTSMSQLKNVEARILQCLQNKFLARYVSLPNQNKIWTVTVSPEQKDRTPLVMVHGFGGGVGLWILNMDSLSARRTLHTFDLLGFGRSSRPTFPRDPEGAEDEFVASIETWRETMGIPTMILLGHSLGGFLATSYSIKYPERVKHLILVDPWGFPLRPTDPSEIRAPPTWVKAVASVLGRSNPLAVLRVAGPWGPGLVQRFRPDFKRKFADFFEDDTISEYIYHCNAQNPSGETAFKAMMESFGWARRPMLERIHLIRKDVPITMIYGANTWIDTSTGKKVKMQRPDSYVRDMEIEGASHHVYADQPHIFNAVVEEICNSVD
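assay system = mABHD4 protein | compound dosing = single nominal dose of 8.92 µM, 0.89% DMSO final | read-out basis = percent inhibition of probe binding, normalized to plate controls | schedule = Enzyme–compound pre-incubation 45 min, then probe 60 min, both 25 °C | detection = fluorescence polarization, excitation 525 nm, emission 598 nm, BODIPY TMR filters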
PRMT1 inh: blocks human protein arginine methyltransferase 1. recombinant PRMT1, activity-based probe fluorescence polarization. inhibition, % at 2.79 µM. Q99873. actives 1.3% (n = 370,000);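 active means inhibition above about 21% made by adding two undisclosed values, limit read from the data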
rCAG RNA binder: binds r(CAG) RNA repeats; r(CAG) RNA repeat, TO-PRO-1 dye displacement fluorescence; inhibition, % at 3 µM; actives 1.3% (n = 370,000); AID 651821;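 active means inhibition above the plate cutoff, the mean of all test compounds on that plate plus 3 SD, cut at about 35% in these data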;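 further: 0% = DMSO alone and 100% = 100 µM mitoxantrone as full dye displacement; higher means more dye released from RNA so lower well fluorescence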
LEDGF integ inh: blocks HIV-1 LEDGF/p75-dependent DNA integration | TR-FRET IN-LEDGF/p75 DNA integration, Eu/Cy5 | inhibition, % at 3.7 µM | actives 0.64% (n = 370,000) | AID 743269;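 active means inhibition above the screen-wide mean plus 3 SD, cut at about 13% in these data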;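 further: signal is the Cy5 over europium emission ratio at 671 and 618 nm; 0% = plate median of compound wells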
HTRA1 inh: HTRA1 (human) protease inhibition; Q92743; recombinant HTRA1, FP-rhodamine activity-based probe, fluorescence polarization; AID 504803; actives 0.5% (n = 340,000); inhibition, % at 5.96 µM; in the data active means inhibition above about 36%;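 further: 0% = enzyme with DMSO and 100% = wells lacking enzyme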
Active calls of the source: *; nt = not tested or not shown; & = joins results of further samples.

Fields – TCR CD3 inh, SIAE inh, NR1D1 modulator, PG9 binder, TDP2 absorb, mABHD4 FP, PRMT1 inh, rCAG RNA binder, LEDGF integ inh, HTRA1 inh
> CCOC(=O)c1c(C)[nH]c(C)c1C(=O)COC(=O)c1ccc(S(=O)(=O)C(F)F)cc1
 : 4.8, -1.4, -3.4, -0.7, -3.7, -1.1, -1.1, -0.1, 0.5, 0.2
> O=c1cc(-c2ccccc2F)oc2ccccc12
 : 2.1, -0.4, 1.5, -1.2, 1.2, 1.4, 0.8, 2.7, 0.0, -6.5
> Cc1cnc(C(=O)Nc2ccc(S(=O)(=O)NCC(C)C)cc2)cn1
 : -1.0, -5.2, -1.8, 3.0, 3.4, 0.6, 3.0, -3.2, 0.9, -6.8
> CCOc1ccccc1N(CC(=O)N1CCCCCC1)S(=O)(=O)c1ccc(C)cc1
 : -2.2, 4.5, 2.9, -1.4, 3.9, 9.2, 0.9, -10.7, 3.3, -0.6
> O=C(NCCNC(=O)c1ccc(Br)o1)c1cccnc1
 : 2.2, 2.1, 1.8, -0.2, 9.3, 4.7, 0.2, -3.2, -0.8, -5.6
> COc1ccccc1-c1c(C)oc2c(CN3CCOCC3)c(O)ccc2c1=O
 : 1.2, 2.2, 6.2, -0.7, -6.1, -0.4, -2.7, 0.2, 1.6, 1.5
> CCOC(=O)C1=C(C)NC(C)=C(C(=O)OCC)C1C(=O)OCC(=O)N1CCc2ccccc21
 : 2.4, -5.2, 0.2, -1.9, -3.9, -1.9, -2.2, -5.3, -1.5, 2.9
> CCOC(=O)N1CCN(C(=O)c2ccc(OC(C)=O)cc2)CC1
 : -4.0, 8.2, 2.7, -3.5, -2.6, 1.6, 1.1, 0.9, -3.0, -3.4
> COc1ccc(OC)c(/C(O)=C/C(=O)C(=O)Nc2cc(C)cc(C)c2)c1
 : -2.7, 8.3, 1.4, -0.8, -4.4, 9.1, 0.8, 10.2, 0.9, -6.5
> CCOC(=O)c1c(C)c(C(=O)NCc2ccco2)c(C)n1CC
 : 0.0, -4.1, -0.3, 1.7, 0.6, 3.9, -5.3, -2.6, 1.9, -4.2
> S=c1nc[nH]c2nc[nH]c12
 : 0.1&4.8, 2.5&1.4, -6.3&0.0&1.5, -1.1&-0.3, 0.5&2.9, -1.9&-5.4, 9.5&5.1, 4.9&-0.8, -0.9&-1.8, 2.5&5.9
> Cc1ccc(C(=O)NCCn2cc(SCC(=O)Nc3nnc(C)s3)c3ccccc32)cc1
 : 4.5, -2.8, 0.1, -1.4, 3.4, 0.5, 0.8, 4.8, -2.4, -10.3
> CC1(c2nnc(Cc3ccccc3)o2)CC(c2ccccc2)=NO1 (stereo not given)
 : 6.7, 2.3, -1.7, -0.1, 1.9, -2.0, -3.4, -2.6, -1.2, -4.7
> CC(C)CN1C(=O)C(=O)N(CC(=O)N2CCC(Cc3ccccc3)CC2)C1=O
 : 3.8, -8.1, -0.5, -1.4, 1.1, -2.4, 0.2, -6.7, 2.6, -1.3
> CCNC(=O)C1CCCN(C(=O)c2ccc3snnc3c2)CC1 (stereo not given)
 : 2.1, 8.8, 3.1, -1.0, -2.1, 3.1, -2.7, 2.3, 2.9, nt
> O=C(COC(=O)C1=COCCO1)NCc1ccc(Cl)cc1
 : -4.7, 10.7, -2.1, 0.8, 3.5, 3.3, 0.3, 1.1, -3.0, -15.9
> C=CCc1ccccc1OCC(O)CN1CCN(C(=O)OCC)CC1 (stereo not given)
 : 1.6, -6.4, 1.9, -1.7, -3.7, 4.5, -2.4, -9.9, -2.5, 16.1
> CC1CCC(C(C)C)C(OP(=O)(c2ccccc2)C(O)c2ccncc2)C1 (stereo not given)
 : -2.0, 9.5, 4.5, 3.2, 5.4, 4.3, -2.3, -10.6, 3.4, -4.5
> Cc1ccc2cc3cc(C(=O)N4CCCCC4C)oc3nc2c1 (stereo not given)
 : 10.3, 2.6, 1.8, -1.1, 4.3, 0.9, -1.4, -4.1, 0.6, -18.2
> CCc1ccccc1NC(=O)CN1CCN(C(=O)c2cc(C3CC3)nn2-c2ccccc2)CC1
 : 3.4, -3.3, 9.1, -1.0, -10.8, 1.8, -8.7, 0.3, 1.5, 0.9

Following part.
Fields – TCR CD3 inh, SIAE inh, NR1D1 modulator, PG9 binder, TDP2 absorb, mABHD4 FP, PRMT1 inh, rCAG RNA binder, LEDGF integ inh, HTRA1 inh
> COc1ccc(-n2c(-c3ccc(Br)cc3)c[n+]3c2CCC3)cc1
 : 5.6, -3.8, 0.5, -2.8, 7.9, 1.1, 0.9, 1.2, 2.9, -0.5
> COC(=O)c1[nH]c2c(c1C)C(=O)CCC2
 : 5.7, 1.3, -3.0, -2.3, -8.4, 0.4, -1.9, 2.0, -4.1, -3.0
> COc1ccccc1C(=O)C1CCCN(C(=O)c2ccco2)C1 (stereo not given)
 : -1.9, -2.6, 0.5, 0.0, -7.1, -16.6, 9.2, -5.2, -3.0, -0.4
> NC(=O)C1CCN(C(=S)NCCc2ccccc2)CC1
 : -4.5, -1.3, -4.6, -2.0, -0.4, -3.5, 6.0, -3.8, -6.5, 7.7
> CCC(=O)Nc1cc2c(cc1C(=O)CC)OCCO2
 : 0.4, 0.2, -1.5, -1.4, -9.1, 0.3, -1.1, 0.0, -1.6, 2.5
> O=C(COC(=O)/C=C/c1ccc(Cl)cc1)Nc1ccccc1
 : -1.1, 3.4, 4.8, -1.3, 2.5, -8.6, -2.1, -3.1, 6.9, -8.2
> O=C(COC(=O)c1cc(S(=O)(=O)N2CCOCC2)ccc1O)Nc1cc(S(=O)(=O)N2CCCC2)ccc1Cl
 : 6.3, 3.3, 3.2, -2.2, -12.1, 2.5, 9.8, 7.4, 8.2, 5.9
> Cc1oc(-c2ccccc2Cl)nc1CS(=O)CC(=O)NCCc1ccccc1 (stereo not given)
 : -6.1, -2.0, -1.5, -0.7, 1.2, 4.0, 2.9, -2.6, -1.0, 0.6
> CN(CC(O)CON=C1c2ccccc2-c2ccccc21)S(=O)(=O)c1ccc(Br)cc1 (stereo not given)
 : 0.3, -91.5, -3.4, -2.5, 2.4, -66.1, 0.1, 9.4, -2.3, -105.9
> CCC1=C(OC(=O)N(CC)CC)N2C(=O)OC(=NCC(=O)OC)[C@]2(C)[C@H]2C1=CC[C@H]1C(=O)N(CC(=O)OC)C(=O)[C@H]12
 : 0.8, -3.7, -2.1, -1.3, 3.4, 4.4, 0.4, -2.2, -2.1, -1.8
> O=C(Nc1nsc(-c2ccccc2)n1)c1ccncc1
 : -3.7, -3.6, -1.5, 0.2, 3.6, -2.0, 0.1, 0.1, -2.4, 0.7
> O=C(CSc1nnc2sc3ccccc3n12)c1ccco1
 : -8.2, 3.0, -0.3, -0.3, -6.5, 4.1, 16.5, 2.7, -4.8, -3.7
> C=C1CCC[C@]2(C)C[C@H]3OC(=O)C(CNC(C)CCCC(C)C)[C@H]3CC12 (stereo not given in full)
 : -2.3, 1.9, 2.0, -0.1, -10.0, -2.5, -2.5, -7.3, 4.0, -2.9
> CCSc1nnc(NC(=O)Cc2ccc(OC)c(OC)c2)s1
 : 5.7, 3.8, 0.3, 0.3, -1.6, -5.3, -4.3, -2.7, 1.0, -2.1
> Cc1nc2c(F)c(F)c(C(F)(F)F)c(F)c2[nH]1
 : 2.1, -3.1, -2.7, 1.1, 0.6, -3.8, -1.7, -1.0, 1.5, 1.2
> COc1ccc(NC(=O)COc2ccccc2C(=O)NCC(c2ccccc2)N(C)C)cc1Cl (stereo not given)
 : 0.3, -12.6, -2.7, -2.6, -14.9, -16.2, -5.7, 4.8, 1.1, -21.2
> CCOC(=O)CN(C(=O)CN1CCC(n2nnc3cc(C)ccc32)CC1)c1ccccc1
 : -2.5, -2.0, 0.9, -0.7, -13.2, -2.7, 0.9, 1.4, -2.8, -5.5
> CCOC(=O)Cn1c(=O)sc2ccccc21
 : 1.6, -8.3, -3.9, 2.0, 8.8, -3.2, -3.3, 1.8, 0.0, 3.4
> Cc1cccc(C(=O)OCC(=O)Nc2ccc(F)cc2)c1
 : -9.4, 0.0, -3.6, -2.4, -20.3, -15.2, -2.7, -2.2, 8.4, -12.8
> NC(=O)c1cccc(-c2ccnc3c2CC(C(=O)NCCc2ccccc2)O3)c1 (stereo not given)
 : 4.0, -8.4, 1.2, 1.5, -6.9, 5.6, -5.0, -0.5, 2.6, nt

(further entries)
Fields – TCR CD3 inh, SIAE inh, NR1D1 modulator, PG9 binder, TDP2 absorb, mABHD4 FP, PRMT1 inh, rCAG RNA binder, LEDGF integ inh, HTRA1 inh
> Cc1c(CN2CCC(CO)(Cc3ccccc3)CC2)c2ccccc2n1C
 : 5.1, 2.9, -5.6, -2.3, -2.7, 0.6, -1.1, 0.1, 0.0, -1.9
> Cn1c(CN2CCOCC2)nc2cc(NC(=O)c3ccccc3Cl)ccc21
 : 4.9, 0.7, -4.3, -0.4, 9.6, -5.2, 2.4, -1.5, -2.5, 0.7
> O=C(Nc1cccnc1)c1cc(F)c(F)cc1Cl
 : -4.8, -7.2, 0.3, -0.8, -8.0, -0.3, 4.3, -1.7, -3.1, -2.1
> CSc1nc(Sc2ccccc2)c2ccccc2n1
 : 9.7, 12.0, 9.0, 3.6, 3.0, 2.3, -2.7, -2.0, -6.7, -5.1
> O=C(O)c1cc(NS(=O)(=O)c2ccc3ccccc3c2)ccc1O
 : 2.6, 2.0, 1.2, -1.9, -11.3, -11.0, -0.9, 13.1, 0.8, -11.5
> O=C(Nc1ncccc1Cl)c1cc2ccccc2o1
 : 0.1, -2.4, -0.7, 0.3, -2.9, 5.4, 2.9, -0.9, -1.2, -5.8
> CC(C)C[C@H]1COc2cccc(F)c2S(=O)(=O)N1Cc1cn(CC2CCCCC2)nn1
 : nt, -3.0, 2.5, nt, -0.2, -6.0, 0.9, 4.0, -1.2, nt
> FC(F)C(F)(F)C1=CC(c2ccccc2)=NCCN1
 : 1.8, 0.9, 0.9, 0.8, 1.6, 5.5, -2.0, -1.2, 0.1, 1.1
> O=C(O)CC1c2ccccc2S(=O)(=O)N1Cc1ccccc1 (stereo not given)
 : 1.5, 0.0, -2.9, -1.2, 4.6, 4.3, 1.3, 4.5, 0.6, 2.9
> CC1CCCCC1NC(=O)CN1CCN(S(=O)(=O)c2ccc(Br)s2)CC1 (stereo not given)
 : 0.9, 3.1, 4.3, -0.6, 9.2, 8.1, -6.2, -7.9, 3.1, -8.4

An excerpt; count on the stated rates, not on these rows.
